IMP-1 inhibitor – IMP-1 metallo-beta-lactamase inhibitors, primary screen, biochemical, epi-absorbance readout, Pseudomonas aeruginosa enzyme. purified IMP-1, nitrocefin hydrolysis, epi-absorbance fluorescence. inhibition, % at 5.6 µM. 290,000 compounds, 0.45% hits. AID 1556, 2009;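 active means inhibition above the mean plus 3 SD of all compounds in the same screening run, cut at about 4.5% in these data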;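 further: 0% = IMP-1 with DMSO and 100% = DMSO wells lacking enzyme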
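Material – recombinant IMP-1 enzyme, purified · Amount – IMP-1 0.2 nM before substrate addition · Medium – HEPES buffer pH 7.1 with ZnSO4 and Brij 35 · Timing – 25 °C, 15 min preincubation, 25 min reaction · Measured by – plate fluorescence quenching by hydrolysis product, ex 480/em 530 nm · Read-out – percent enzyme inhibition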
MEKK2wt PB1 HTS – modulators of MEK5 binding to wildtype MEKK2, primary screen, biochemical, multiplex bead flow cytometry, Alexa488-MEK5. Mitogen-activated protein kinase kinase kinase 2 (Homo sapiens), Q9Y2U5. Alexa488-MEK5 binding to MEKK2 WT; actives lie on both sides. binding response (% of control), % at 10 µM. 290,000 compounds, 1.1% hits. AID 1531, 2009; in the data active means binding response below about 67% or above about 130%
VIM-2 inhibitor – VIM-2 metallo-beta-lactamase inhibitors, primary screen, biochemical, epi-absorbance readout, Pseudomonas aeruginosa enzyme. purified VIM-2, nitrocefin hydrolysis, epi-absorbance fluorescence. inhibition, % at 5.6 µM. 290,000 compounds, 0.89% hits. AID 1527, 2009;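 active means inhibition above the mean of all tested compounds plus 3 SD, cutoff set per screening run, cut at about 7.5% in these data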;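 further: red hydrolysis product quenches plate fluorescence so inhibitors raise well fluorescence; 0% = enzyme with DMSO and 100% = DMSO without enzyme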
MEKK2mut PB1 HTS – MEK5 binding signal on mutant MEKK2 PB1, primary screen, biochemical, multiplex bead flow cytometry, Alexa488-MEK5 | Alexa488-MEK5 binding to MEKK2 mutant | AID 1530, 2009 | percent response, % at 10 µM | 290,000 compounds, 0.35% hits; in the data active means percent response above about 24%, passing the limit was not always enough; further: inactives centre near 1; some results filed as inactive read as strong as hits
FID counter – compounds displacing fluorescent DNA intercalator, primary screen, artefact control for HCV NS3 helicase inhibitor project, biochemical, FID fluorescence; 290,000 compounds, 0.17% hits; AID 1845, 2009; DNA fluorescent intercalator displacement; inhibition, % at 7.9 µM; in the data active means inhibition above about 37%;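 further: 0% = vehicle and 100% = reference compound; higher means more ethidium bromide displaced from hairpin DNA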
HCV NS3 hel inh – inhibitors of HCV NS3 helicase, primary screen, biochemical, Cy5 molecular beacon fluorescence; NS3 helicase DNA unwinding; AID 1800, 2009; 290,000 compounds, 0.56% hits; inhibition, % at 10.9 µM; Hepatitis C virus NS3 helicase;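 active means inhibition above the mean of all tested compounds plus 3 SD, set per campaign, cut at about 35% in these data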;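 further: 0% = DMSO wells and 100% = thioflavine S control wells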
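test system = hepatitis C virus NS3 helicase domain fragment enzyme | reagent = annealed dual-labelled DNA beacon duplex, ATP-started | times = 1 h at 25 °C | detection = Cy5 fluorescence, 0 and 60 min reads | read-out basis = percent inhibition from t60/t0 fluorescence ratio | control set = DMSO and thioflavine S | replication = one well per compound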
UBC9 SUMO inh – inhibitors of in vitro SUMOylation cascade, primary screen, biochemical, HTRF, uHTS | AID 2006, 2009 | HTRF SUMOylation assay, SAE1/SAE2 + UBC9 | 290,000 compounds, 0.36% hits | inhibition, % at 35 µM; in the data active means inhibition above about 50%, passing the limit was not always enough; further: strong numbers were not always called active
Target sequence (P63279 whole entry, looked up): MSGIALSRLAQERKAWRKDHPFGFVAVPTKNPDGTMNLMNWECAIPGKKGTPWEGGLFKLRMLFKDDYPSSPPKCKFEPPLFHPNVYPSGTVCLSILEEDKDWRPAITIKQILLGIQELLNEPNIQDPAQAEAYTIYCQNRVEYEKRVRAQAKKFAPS
PfM18AAP inh – PfM18AAP inhibitors, malaria aminopeptidase, primary screen, biochemical, QFRET, recombinant enzyme | M18 aspartyl aminopeptidase (Plasmodium falciparum 3D7) | H-Glu-NHMec fluorogenic cleavage | inhibition, % at 7.35 µM | 290,000 compounds, 1.2% hits;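 active means inhibition above the campaign mean inhibition over all tested compounds plus 3 SD, cut at about 28% in these data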;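 further: 0% = plate median of test compound wells and 100% = 2 mM ZnCl2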
NALP1 yeast inh – NALP1 inflammasome inhibitors in reconstituted yeast, colorimetric, S. cerevisiae, triplicate retest | 280,000 compounds, 0.61% hits | inhibition, % at 10 µM | AID 2071, 2009 | S. cerevisiae NALP1/ASC/caspase-1 growth, X-gal OD620, 72 h; in the data active means inhibition mostly above about 24%, no sharp cut-off; inactive means mostly below about 32%; further: some compounds called inactive have numbers as strong as hits
Starred values were filed as active, the others as inactive; x = not tested or not shown.

compound	VIM-2 inhibitor	MEKK2mut PB1 HTS	PfM18AAP inh	MEKK2wt PB1 HTS	UBC9 SUMO inh	NALP1 yeast inh	IMP-1 inhibitor	HCV NS3 hel inh	FID counter
Cc1noc(C)c1C(=O)NNc1ccc(C(C)C)cc1	-1.1	-12.0	13.6	96.0	16.1	-2.2	-2.5	-5.7	-2.9
Cn1c(CCNS(=O)(=O)c2ccccc2)nnc1SCc1cccnc1	-0.3	-8.0	-5.1	99.0	-9.9	18.8	-2.2	6.9	-1.9
Cc1oc(-c2ccccc2)cc1C(N)=O	-3.8	-1.0	0.0	104.0	4.1	4.5	-3.9	7.7	7.5
Cc1ccc(C(=O)n2nc(-c3ccco3)nc2N)cc1	-4.5	4.0	3.4	103.0	-8.4	7.9	-2.4	0.1	-1.7
N/C(=N\OC(=O)CCC1CCCC1)c1ccccn1	-7.2	-2.0	2.5	97.0	14.2	18.7	-3.3	4.9	-3.4
Cc1n[nH]c(C)c1S(=O)(=O)NCCc1ccc(Cl)cc1	0.5	22.0	-5.1	109.0	-0.6	-9.4	-2.7	-6.8	-2.8
CCOC(=O)CSc1nc(N)c(C(=O)Nc2ccc(N(C)C)cc2)s1	-3.5	0.0	4.3	96.0	-1.8	2.1	-2.4	7.3	-15.2
O=C(Nc1nccs1)c1ccc(-c2ccc(F)cc2)o1	-1.5	3.0	-3.7	109.0	17.9	18.1	-3.7	-2.4	-5.6
O=C(c1cc2ccccc2oc1=O)N(c1ccc(Cl)cc1)C1C=CS(=O)(=O)C1 (stereo not drawn)	-1.9	-1.0	-5.7	92.0	17.8	7.1	-1.5	10.1	-6.3
COc1ccc(CCNC(=O)C(=O)c2cn(CC(=O)N3CCOCC3)c3ccccc23)cc1OC	-2.7	0.0	-11.2	97.0	18.2	10.6	-2.3	-1.9	-34.5
Cc1ccc(N/C(N)=N/c2nc(CSc3ccccn3)cc(=O)[nH]2)c(C)c1	-5.7	-2.0	-5.7	92.0	4.6	18.4	-2.9	-2.9	-3.8
COc1cccc(CCc2nnc(CCC(=O)NCCC3CCCCO3)o2)c1 (stereo not drawn)	-1.1	1.0	-2.2	101.0	-2.8	8.9	-0.9	0.3	-45.4
Cc1ccc(S(=O)(=O)N(C)c2c(C)ccc(S(=O)(=O)N3CCN(C=O)CC3)c2C)cc1	1.0	-4.0	2.3	93.0	-1.2	21.5	0.0	-3.9	-19.1
CC(C)C(=O)Nc1ccc2nn(-c3ccccc3)nc2c1	-3.0	0.0	-0.2	108.0	16.2	15.1	-2.8	9.2	-6.2
CCc1ccc(NC(=O)Cc2ccc(-n3cccc3)cc2)cc1	-5.3	-1.0	7.8	99.0	11.7	40.9	-3.4	12.7	-3.0
Cc1cc(CSc2ccccc2)ccc1NC(=O)c1ccc(C)c([N+](=O)[O-])c1	-2.0	-2.0	-3.3	95.0	-15.7	10.3	-0.8	15.6	6.4
COC(=O)c1cccc(NC(=O)c2cccc([N+](=O)[O-])c2)c1	0.4	1.0	-5.1	103.0	-0.8	9.9	-0.7	-2.6	2.0
COc1cc(NC(=O)CSc2ncnc3scc(-c4ccccc4)c23)c(C(=O)O)cc1OC	-3.7	-13.0	5.4	89.0	11.8	0.7	-3.0	17.7	-29.2
O=S(=O)(c1ccc(Cl)cc1)n1ccc(-c2cccc(OCc3c(F)cccc3Cl)c2)n1	-0.7	2.0	-4.1	96.0	-15.6	-5.5	-1.5	1.8	-4.5
CC(C)CC(NC(=O)c1ccccc1)C(=O)OCC(=O)Nc1ccc(Br)cn1 (stereo not drawn)	-0.1	6.0	8.5	105.0	-16.9	21.0	-2.3	5.6	-8.6

Ordered by SMILES length (falling): some entries from above.
compound	VIM-2 inhibitor	MEKK2mut PB1 HTS	PfM18AAP inh	MEKK2wt PB1 HTS	UBC9 SUMO inh	NALP1 yeast inh	IMP-1 inhibitor	HCV NS3 hel inh	FID counter
Cc1ccc(S(=O)(=O)N(C)c2c(C)ccc(S(=O)(=O)N3CCN(C=O)CC3)c2C)cc1	1.0	-4.0	2.3	93.0	-1.2	21.5	0.0	-3.9	-19.1
COc1ccc(CCNC(=O)C(=O)c2cn(CC(=O)N3CCOCC3)c3ccccc23)cc1OC	-2.7	0.0	-11.2	97.0	18.2	10.6	-2.3	-1.9	-34.5
COc1cc(NC(=O)CSc2ncnc3scc(-c4ccccc4)c23)c(C(=O)O)cc1OC	-3.7	-13.0	5.4	89.0	11.8	0.7	-3.0	17.7	-29.2
O=C(c1cc2ccccc2oc1=O)N(c1ccc(Cl)cc1)C1C=CS(=O)(=O)C1 (stereo not drawn)	-1.9	-1.0	-5.7	92.0	17.8	7.1	-1.5	10.1	-6.3
Cc1ccc(N/C(N)=N/c2nc(CSc3ccccn3)cc(=O)[nH]2)c(C)c1	-5.7	-2.0	-5.7	92.0	4.6	18.4	-2.9	-2.9	-3.8
CC(C)CC(NC(=O)c1ccccc1)C(=O)OCC(=O)Nc1ccc(Br)cn1 (stereo not drawn)	-0.1	6.0	8.5	105.0	-16.9	21.0	-2.3	5.6	-8.6
CCOC(=O)CSc1nc(N)c(C(=O)Nc2ccc(N(C)C)cc2)s1	-3.5	0.0	4.3	96.0	-1.8	2.1	-2.4	7.3	-15.2
COc1cccc(CCc2nnc(CCC(=O)NCCC3CCCCO3)o2)c1 (stereo not drawn)	-1.1	1.0	-2.2	101.0	-2.8	8.9	-0.9	0.3	-45.4
Cc1n[nH]c(C)c1S(=O)(=O)NCCc1ccc(Cl)cc1	0.5	22.0	-5.1	109.0	-0.6	-9.4	-2.7	-6.8	-2.8
CC(C)C(=O)Nc1ccc2nn(-c3ccccc3)nc2c1	-3.0	0.0	-0.2	108.0	16.2	15.1	-2.8	9.2	-6.2
Cc1ccc(C(=O)n2nc(-c3ccco3)nc2N)cc1	-4.5	4.0	3.4	103.0	-8.4	7.9	-2.4	0.1	-1.7
N/C(=N\OC(=O)CCC1CCCC1)c1ccccn1	-7.2	-2.0	2.5	97.0	14.2	18.7	-3.3	4.9	-3.4
Cc1oc(-c2ccccc2)cc1C(N)=O	-3.8	-1.0	0.0	104.0	4.1	4.5	-3.9	7.7	7.5

The results go on:
compound	VIM-2 inhibitor	MEKK2mut PB1 HTS	PfM18AAP inh	MEKK2wt PB1 HTS	UBC9 SUMO inh	NALP1 yeast inh	IMP-1 inhibitor	HCV NS3 hel inh	FID counter
Cc1cc(C)c(NC(=O)c2ccccc2CCc2ccccc2)c(C)c1	-1.6	2.0	-3.4	97.0	-3.0	1.0	-0.9	-4.5	-5.2
COc1ccc(-c2[nH]c(-c3ccccc3)nc2SCC(=O)Nc2nccs2)cc1	-1.1	13.0	3.5	78.0	-0.1	11.7	0.6	-7.1	0.2
COc1ccc(C(C)(C)C)cc1S(=O)(=O)n1ccnc1C	-0.7	-2.0	-6.1	100.0	2.1	14.8	-0.5	5.5	-16.4
COc1cccc(CNC(C)(C)CO)c1OCc1ccc(Cl)cc1	0.7	3.0	2.1	105.0	-5.0	1.3	-1.5	-5.4	10.7
O=C(Cc1ccccc1)N1CCCC1c1ccccc1 (stereo not drawn)	0.0	-1.0	2.2	100.0	-23.7	6.1	-4.1	4.6	-3.2
COc1ccc(C(=O)C2CCCN(Cc3c[nH]c4ccccc34)C2)c(OC)c1 (stereo not drawn)	-1.4	10.0	-6.7	128.0	10.4	27.9*	-3.0	-6.7	12.7
O=C(c1ccco1)N1CCN(Cc2ccc(F)cc2)CC1	-1.8	2.0	-1.4	100.0	16.9	10.4	-1.8	0.8	3.4
CCCC(C)NC(=O)Cc1ccc(Br)cc1 (stereo not drawn)	-2.5	0.0	-8.2	108.0	12.8	32.2	-1.5	4.3	1.4
CC(C)N1C(=O)C2C(c3ccccc3O)NC(C)(C(=O)O)C2C1=O (stereo not drawn)	x	1.0	x	101.0	-15.2	17.6	x	x	x

Source: PubChem (several laboratories)

Compounds as they come. About 4.7% of those tested had a hit in this group.
